RECQ1 inh – qHTS Assay for Inhibitors of RecQ-Like Dna Helicase 1 (RECQ1). ATP-dependent DNA helicase Q1 (Homo sapiens), P46063. RECQ1 DNA unwinding, red fluorescence kinetic read. Potency, µM (highest dose often 57.3 µM), without a hit: at the highest dose activity, negative = inhibition, actives largely listed as inhibitors. hit rate 0.54% among 240,000;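 note: plate controls were vehicle for no effect and no enzyme for full effect; nearly all actives have a fitted effect of over 30% in size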
Target sequence (P46063 whole entry, looked up): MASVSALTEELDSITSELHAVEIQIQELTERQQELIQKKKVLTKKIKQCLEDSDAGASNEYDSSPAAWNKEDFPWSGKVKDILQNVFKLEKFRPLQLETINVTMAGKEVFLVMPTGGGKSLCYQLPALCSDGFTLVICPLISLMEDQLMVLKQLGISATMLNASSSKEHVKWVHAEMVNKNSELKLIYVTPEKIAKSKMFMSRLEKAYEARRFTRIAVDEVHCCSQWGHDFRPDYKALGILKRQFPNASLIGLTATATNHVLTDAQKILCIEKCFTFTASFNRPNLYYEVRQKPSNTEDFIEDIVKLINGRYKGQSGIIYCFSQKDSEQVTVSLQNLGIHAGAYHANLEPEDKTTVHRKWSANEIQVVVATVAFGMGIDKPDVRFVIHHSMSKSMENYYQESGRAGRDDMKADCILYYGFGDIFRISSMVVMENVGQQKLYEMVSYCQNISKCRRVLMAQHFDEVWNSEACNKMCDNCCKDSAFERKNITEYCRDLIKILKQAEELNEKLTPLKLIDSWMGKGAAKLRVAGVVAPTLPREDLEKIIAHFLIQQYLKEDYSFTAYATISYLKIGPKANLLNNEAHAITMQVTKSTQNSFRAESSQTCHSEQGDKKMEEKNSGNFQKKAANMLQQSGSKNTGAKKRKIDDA
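50 nM RECQ1T1 preincubated 15 min with compound in Tris pH 8.0 buffer with MgCl2, DTT, Tween-20 and 2.5 ug/ml poly(dI-dC); started with 200 nM TAMRA/BHQ-2 forked duplex and 2 mM ATP. Unwinding read as fluorescence (525/598 nm), two reads 2 h apart.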
NPSR antagonist – qHTS Assay for Antagonists of the Neuropeptide S Receptor: cAMP Signal Transduction; Q6W5P4; CHO-NPSR cells, cAMP TR-FRET, antagonist mode; Potency, µM (titrated, usually from 38.3 µM), for inactives: top-dose activity change, negative = inhibition, most hits filed as inhibitors; hit rate 1% among 220,000; note: % is set by controls: 0 for no effect and ±100 for the full control effect; nearly all actives have a fitted effect of over 50% in size; many of its hits are not listed in these tables
IMPase Li inh – qHTS Assay for Identifying the Cell-Membrane Permeable IMPase Inhibitors: Potentiation with Lithium. CHO-M1 cells, IP1 TR-FRET (IP-One), carbachol + lithium. Potency, µM (doses to about 59.4 µM), for inactives: at the top dose activity, negative = IMPase inhibition, usual class: inhibitors. hit rate 0.35% among 210,000;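 note: IP1 builds up when IMPase is blocked and the TR-FRET signal falls; plate controls were basal vehicle for no effect and high inhibitor control for full effect; nearly all actives have a fitted effect of over 50% in size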
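IP1 accumulation measured by competitive TR-FRET in lysed CHO-M1 cells after 30 min compound exposure at 37C, with a small lithium addition to potentiate weak responses. Hill-equation AC50 from ratio and donor-channel data.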
Luc counter – Counterscreen for Luciferase (Kinase-Glo TM) Inhibition; Luciferin 4-monooxygenase (Photuris pensylvanica), Q27757; Kinase-Glo luciferase, ATP luminescence, 8 min; Potency, µM (highest dose often 38.3 µM), for the others: at the highest dose activity change, negative = inhibition, actives largely listed as inhibitors; hit rate 0.28% among 200,000; AID 1379, 2008; note: % is set by controls: 0 for no effect and ±100 for the full control effect; nearly all actives have a fitted effect of over 60% in size
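Luminescence was the read-out, taken after 8-minute incubation at ambient temperature. Luciferase turned over luciferin with 10 uM ATP in imidazole pH 7.2 buffer containing KCl, MgCl2, Tween 20 and BSA.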
Epigenetic reg – Quantitative High-Throughput Screen for Regulators of Epigenetic Control; hit rate 0.2% among 280,000; murine LDR cells, GFP reporter derepression, 30 h; Potency, µM (highest dose often 53.9 µM), for inactives: at the top dose GFP activation, hits mostly activators; note: % of control where 0% means no effect; nearly all actives have a fitted effect of over 60% in size
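Murine LDR cells carrying a silenced, genomically integrated CMV-driven GFP reporter were exposed to compound for 30 hours at 37 C. After PBS washes, GFP-positive cells (20–120 um objects) were counted by laser-scanning microplate cytometry.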
SMN2 splice enh – qHTS Assay for Enhancers of SMN2 Splice Variant Expression; hit rate 2.8% among 210,000; HEK293 SMN2-luciferase splicing reporter, luminescence, 30-36 h; Potency, µM (doses to about 46.1 µM), inactives show at the top dose activity change, positive = activation, usual class: activators; note: % of control where 0% means no effect; nearly all actives have a fitted effect of over 55% in size
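HEK293 cells carry an SMN2 minigene-luciferase reporter in which exon 7 inclusion puts luciferase in frame. Cells were seeded at 2000 cells/well, attached for 10-12 hours, then exposed to compounds for 30-36 hours at 37C before ONE-Glo luminescence.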
JMJD2E inh – qHTS Assay for Inhibitors of Human Jumonji Domain Containing 2E (JMJD2E) | Potency, µM (doses to about 57.1 µM), for the others: at the top dose activity change, negative = inhibition, most hits filed as inhibitors | hit rate 1.6% among 230,000 | JMJD2E catalytic domain, FDH-coupled NADH fluorescence (FDH is formaldehyde dehydrogenase); active = well fitted inhibition curve with a large enough effect, not every such curve was filed as active; inconclusive = small, poorly fitted or top-dose-only effect, or another doubt; inactive = no such curve, though single readings can be large or run the other way;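 note: 0% = wells with enzyme and -100% = buffer wells without enzyme; nearly all actives have a fitted effect of over 50% in size; many of its hits are not listed in these tables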
Target sequence (B2RXH2 1-337 limits assumed): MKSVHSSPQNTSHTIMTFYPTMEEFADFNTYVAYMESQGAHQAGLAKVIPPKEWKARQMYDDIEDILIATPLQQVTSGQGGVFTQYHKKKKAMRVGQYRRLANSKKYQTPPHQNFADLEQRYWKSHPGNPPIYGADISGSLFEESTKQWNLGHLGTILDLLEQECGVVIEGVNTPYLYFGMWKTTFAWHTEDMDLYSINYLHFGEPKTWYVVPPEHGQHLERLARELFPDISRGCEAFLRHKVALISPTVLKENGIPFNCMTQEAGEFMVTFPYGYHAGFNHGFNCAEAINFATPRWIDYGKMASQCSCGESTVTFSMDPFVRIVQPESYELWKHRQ
RGS12 GoLoco inh – qHTS Assay for Inhibitors of RGS12 GoLoco Motif Activity (Red Fluorophore). Gai1:RGS12 GoLoco peptide FP, rhodamine, 10 min. Potency, µM (highest dose often 61.6 µM), for inactives: at the top dose activity, negative = inhibition, actives largely listed as inhibitors. hit rate 0.44% among 230,000. AID 880, 2007; active = well fitted inhibition curve with a large enough effect, not every such curve was filed as active; inactive = no such curve, though single readings can be large or run the other way; note: % is set by controls: 0 for no effect and ±100 for the full control effect; nearly all actives have a fitted effect of over 30% in size; many of its hits are not listed in these tables
The depositor's hits bear a star; i = inactive; ? = inconclusive; . = no result given; & = joins results of further samples; [ ] = dose if it differs, or a comment. Unless noted, calls come from the whole dose curve; as a rule, active = well fitted curve in the direction sought with a large enough effect; inconclusive = small, poorly fitted or top-dose-only effect, or another doubt; inactive = no such curve, though single readings can be large; an effect the other way counts as inactive or inconclusive. Potency is the fitted concentration of half-maximal effect. This is a subset (hit frequency here may not be typical).

SMILES	RECQ1 inh	NPSR antagonist	IMPase Li inh	Luc counter	Epigenetic reg	SMN2 splice enh	JMJD2E inh	RGS12 GoLoco inh
NC(=O)c1ccc[n+](CCC[n+]2cccc(C(N)=O)c2)c1	i	10%	1%	6%	-2.5%	1%	1%	3%
COc1cc2c(cc1OC)C(SC)=NC1(CCCC1)C2	i	-20%	11%	5%	14%	5%	-1%	14%
Cc1cc(-c2nnc(CCC(=O)N(C)Cc3ccsc3)o2)no1	i	-11%	7%	-1%	0.5%	.	-4%	2%
O=C(COc1ccccc1)NNC(=S)NC(=O)c1ccccc1	i	-1%	-2%	6%	1.3%	-15%	-8%	10%
COc1ccc(C(=O)c2nc3c(n2O)CCCC3)cc1OC	0%	-13%[46.1 µM]	16%[38.3 µM]	-5%	0.0%	-17%	-11%	2%
O=S(=O)(Nc1ccc(S(=O)(=O)Nc2ccccc2)cc1)c1ccccc1	-12%	-13%[46.1 µM]	-5%[38.3 µM]	1%	0.0%	-4%	2%	-5%
Cc1noc(C(=O)NCc2ccc(F)cc2)c1Cl	-11%	-4%[46.1 µM]	4%[38.3 µM]	0%	-2.5%	-6%	5%	0%
O=C(CSc1ncn[nH]1)Nc1ccc(S(=O)(=O)Nc2ncccn2)cc1	-2%	10%	-8%	-2%	1.3%	8%	1%	6%
CCOC(=O)N1CCN(C(=O)CCc2c(C)nc3c(c(C)nn3-c3ccc(C)c(C)c3)c2C)CC1	-17%	7%[46.1 µM]	-14%[38.3 µM]	-1%	0.0%	-27%	?	11%
COc1ccc(Cl)cc1N(CC(=O)NC1CC1)S(=O)(=O)c1ccc(C)c([N+](=O)[O-])c1	-2%	5%	7%	0%	-0.8%	.	11%	7%
CC(SCc1cc(=O)n2c([nH]c3ccccc32)c1C#N)C(=O)O (stereo not given)	-2%	14%	0%	10%	-1.7%	-16%	?	20%
O=C(Nc1nnc(-c2ccccc2)o1)Nc1ccccc1Cl	-11%	-9%[46.1 µM]	20%[38.3 µM]	-3%	2.3%	-7%	?	0%
O=C(NNc1nc(-c2ccccc2)cs1)c1ccccc1	-13%	3%[46.1 µM]	4%[38.3 µM]	1%	-1.1%	-2%	?	-8%
COc1ccc(C(=O)NC(Nc2ccccc2)C(Cl)(Cl)Cl)cc1 (stereo not given)	i	-26%[46.1 µM]	22%[38.3 µM]	-1%	0.0%	-22%	-4%	8%
CCOc1cc(N2CCOCC2)c(OCC)cc1NC(=O)Cc1ccc(OC)c(OC)c1	2%	-23%[46.1 µM]	9%[38.3 µM]	-2%	-1.0%	-28%	-23%	7%
Cc1occc1C(=O)N/N=C/C(Br)=C\c1ccccc1	-6%	46%	.	.	4.1%	.	0%	16%
Cc1ccccc1OCC(=O)N/N=C/c1cc2ccccc2nc1Cl	-15%	?	14%[38.3 µM]	-3%	-1.0%	-14%	0%	7%
c1cc(CSc2ncnc3nc[nH]c23)ccn1	.	.	-7%	-5%[7.66 µM]	.	-7%[9.22 µM]	.	-2%[14.2 µM]
O=C(Nc1ccccc1)Nc1ccno1	i	-4%	.	.	-1.3%	.	2%	1%
COc1cc(CNC(C)c2ccccc2)c(Br)cc1OCC(N)=O (stereo not given)	-5%	-1%[46.1 µM]	22%[38.3 µM]	-6%	0.0%	.	11%	-9%
CCn1c(=O)cc(OCC(=O)Nc2ccccc2N2CCN(C)CC2)c2ccccc21	-2%	-15%[46.1 µM]	12%[38.3 µM]	3%	-3.5%	3%	4%	2%
O=c1c2ccccc2[nH]c(=S)n1CCN1CCN(Cc2ccccc2)CC1	i	-3%[46.1 µM]	22%[38.3 µM]	-2%	-7.9%	-4%	-2%	12%
Cc1cc(NC(=O)C2CCCN(S(=O)(=O)c3c(C)noc3C)C2)no1 (stereo not given)	-8%	-4%[46.1 µM]	9%[38.3 µM]	17%	-4.1%	-16%	6%	-3%
Cc1cc(C)c(C#N)c(SCC(=O)NC(C)(C)C)n1	-5%	-8%[46.1 µM]	0%[38.3 µM]	2%	-0.2%	-28%	6%	3%

Part of the list above, as a markdown table:
| molecule | RECQ1 inh | NPSR antagonist | IMPase Li inh | Luc counter | Epigenetic reg | SMN2 splice enh | JMJD2E inh | RGS12 GoLoco inh |
| --- | --- | --- | --- | --- | --- | --- | --- | --- |
| Cc1ccccc1OCC(=O)N/N=C/c1cc2ccccc2nc1Cl | -15% | ? | 14%[38.3 µM] | -3% | -1.0% | -14% | 0% | 7% |
| c1cc(CSc2ncnc3nc[nH]c23)ccn1 | . | . | -7% | -5%[7.66 µM] | . | -7%[9.22 µM] | . | -2%[14.2 µM] |

Later entries
SMILES	RECQ1 inh	NPSR antagonist	IMPase Li inh	Luc counter	Epigenetic reg	SMN2 splice enh	JMJD2E inh	RGS12 GoLoco inh
OC(Cc1cccnc1)(Cc1cccnc1)c1cc2ccccc2[nH]1	i	13%	4%	0%	1.0%	1%	5%	5%
N#Cc1c(-c2ccccc2)no[n+]1[O-]	-16%	?	8%&13%	-4%	?	20%&-102%	1%	9%&1%
COc1ccc(OC)c2c1CCC2=O	6%	-14%[46.1 µM]	-2%	0%	0.1%	5%	?	-8%
Cc1ccccc1C1CC(=O)Oc2ccc(O)cc21 (stereo not given)	-14%[126 µM]	.	1%	2%[39.9 µM]	-3.4%[96.6 µM]	.	.	-5%[88.7 µM]
CN(C)S(=O)(=O)c1cccc(C(=O)OCC(=O)Nc2ccccc2OC(F)F)c1	-7%	-14%[46.1 µM]	9%[38.3 µM]	6%	0.7%	-8%	-3%	5%
O=C(C1=C(O)C(=O)N(CC2CCCO2)C1c1cccnc1)c1ccco1 (stereo not given)	-1%	?	13µM*	2%	0.0%	-9%	3%	6%
O=C(CSCc1ccc(Cl)cc1)Nc1ccccc1O	-4%	-2%	10%	3%	-3.6%	6%	0%	6%
Cc1cc(C)n(CC2CC(=O)N(c3cc(Cl)cc(Cl)c3)C2=O)n1 (stereo not given)	-13%	34%	1%	0%	1.1%	17%	11%	3%
COc1cc(C(=O)NCC(c2ccco2)N2CCCC2)ccc1OCc1c(C)noc1C (stereo not given)	-26%	-10%[46.1 µM]	23%[38.3 µM]	-2%	0.0%	14%	-7%	13%
O=C(COc1ccccc1)NCC1CCCO1 (stereo not given)	-1%	0%[46.1 µM]	-4%	2%	-2.0%	?	-7%	2%
Cc1onc(-c2ccccc2)c1C(=O)Nc1ccc(OC(C)C)cc1	i	-9%[46.1 µM]	-1%	0%	-1.0%	-42%	-7%	10%
COc1ccc(-c2nnc3ccc(SCC(=O)Nc4nc5ccccc5s4)nn23)cc1OC	-4%	?	-25%	1%	0.0%	-1%	72%[activator]	22%
CC1(N2CCCCC2)CC2(O)C(=[N+]1[O-])CCC/C2=N\O (stereo not given)	10%	4%[46.1 µM]	2%	10%	-0.9%	-1%	-4%	-1%
N=C1C2=C3Sc4ccccc4N3CCCC2=NN1c1cccc(S(=O)(=O)O)c1	2%	-25%	.	.	0.1%	.	?	4%
O=C(NNc1cc(Cl)ccc1Cl)c1cccs1	8%	-5%	.	.	-1.3%	.	-6%	-15%
CCCOc1ccc(-c2csc(NC(=O)CN3C(=O)CCC3=O)n2)cc1	-1%	15%	6%	2%	1.0%	-9%	-8%	10%
C=CCNC(=O)COC(=O)/C=C/c1cccs1	0%	6%	10%	0%	0.0%	12%	-6%	-1%
COc1ccccc1CCn1c(=O)c(-c2ccccc2)nc2cncnc21	i	.	4%	-6%	.	-13%	.	9%
Cc1ccc2cc(C#N)c(NCc3ccco3)nc2c1	0%	-4%[46.1 µM]	26%[38.3 µM]	-3%	-1.0%	5%	?	3%
COc1cccc(NC(=O)/C=C/c2ccco2)c1	-10%	-12%	6%	?	-0.5%	13µM*	-16%	14%
Cc1ccc(Oc2ccc3c(c2)C(=O)N(c2ccc(S(=O)(=O)Nc4nccs4)cc2)C3=O)cc1	-19%	?	3%[38.3 µM]	-1%	-1.8%	-15%	8%	7%
O=c1c2ccccc2c(-c2cccc(C(F)(F)F)c2)nn1-c1ccccc1	0%	?	.	.	1.0%	.	-17%	0%
CC1CCCC(C)N1Cc1cn2ccccc2n1 (stereo not given)	-1%	-3%[46.1 µM]	0%[38.3 µM]	-3%	-6.9%	9%	?	7%
COCCNC(=O)C1=C(N)C(C(=O)Nc2ccc(C)c(S(=O)(=O)N3CCCCC3)c2)SC1=Nc1ccc(C)cc1C (stereo not given)	i	-13%[46.1 µM]	28%[38.3 µM]	-2%	0.2%	16%	-1%	1%
CN(C)c1ccc(C(C#N)c2ccccc2)nn1 (stereo not given)	i	4%	-10%	-2%	2.6%	6%	-2%	-14%
CC(C(=O)NCc1ccc2c(c1)OCO2)N(c1ccccc1)S(C)(=O)=O (stereo not given)	2%	1%[46.1 µM]	-18%[38.3 µM]	-6%	-0.2%	-1%	1%	8%
CC(=O)Nc1nnc(COc2ccccc2)s1	-14%	7%	9%	0%	4.2%	.	-5%	7%
Cc1ccc(NC(=O)/C(C#N)=C/c2ccc(C)s2)c(C)c1	-1%	-6%[46.1 µM]	-10%[38.3 µM]	5%	3.2µM*	-45%[inhibitor]	-7%	203%[activator]
CC[n+]1ccc(C)c2cc(P(=O)(c3ccccc3)c3ccccc3)ccc21	-17%	-60%	13%	-3%	-3.0%	23%	25µM*	-36%
CS(=O)(=O)NCCn1ccc2ccccc21	i	10%	-6%	-2%	-7.8%	-9%	-9%	15%
NCCC[C@@H](CC(=O)N[C@@H]1CCCC[C@H]1C(=O)N[C@H](CC(=O)N[C@@H](CCC(=O)O)CC(=O)O)Cc1ccccc1)NC(=O)C[C@H](Cc1c[nH]c2ccccc12)NC(=O)[C@@H]1CCCC[C@H]1N	-8%	.	2%	0%	-0.3%	1%	-4%	2%
COc1ccc(NC2=CC(c3ccc(F)cc3)N(c3ccc(OC)cc3)C2=O)cc1 (stereo not given)	-21%	-8%	-2%	1%	-3.0%	0%	?	6%

Compound activity (PubChem)
